Bioassay records: PubChem BioAssay, several laboratories
STAT3 act = STAT3 signaling activation; U3A cells, IL-6 STAT3-luciferase reporter, luminescence; 100% = signal with IL-6 EC80 alone; activation (% of control), % at 5.6 µM; hit rate 0.91% among 190,000;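 active = activation above the screen-wide mean of compound activation plus 3 SD, cut at about 130% in these data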;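 also: 0% = background luminescence of wells with medium and substrate only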
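System – human U3A cells carrying STAT3-luciferase construct · Probe or stimulus – Interleukin-6, 33 ng/mL · Schedule – compound 1 h, then IL-6 6 h at 37 °C · Signal – luminescence from STAT3-driven luciferase reporter · Evaluation – percent of IL-6-only median luminescence · Benchmarks – IL-6-only high control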
TLR4-MyD88 BLA = blocks binding of human TLR4 to MyD88; O00206+Q99836; HeLa CL3-4 TLR4/MyD88 BLA complementation, FRET ratio; inhibition, % at 8.4 µM; hit rate 0.18% among 200,000; in the data active = inhibition above about 25%;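 also: 0% = vehicle and 100% = reference inhibitor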
STAT1 activator = STAT1 signaling activation. NIH 3T3 STAT1-luciferase reporter, IFN-gamma, luminescence; 100% = IFN-gamma alone, no compound. hit rate 2.6% among 200,000. activation (% of control), % at 5.5 µM. AID 932;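 active = activation above the screen-wide mean activation plus 3 SD, cut at about 130% in these data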;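 also: raw ratio to IFN-gamma control signal so 100% means no change and 0% no light; values of inactives mirror those of a sister screen read the other way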
APP 5UTR inh = APP translation inhibition; SH-SY5Y APP 5'UTR-luciferase reporter, luminescence; inhibition, % at 2 µM; hit rate 0.82% among 190,000; AID 1285;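 active = inhibition above a set limit, derived from the sample mean plus 3 SD, cut at about 45% in these data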; also: values of inactives mirror those of a sister screen read the other way
Hsp70 act = transcriptional activators of Hsp70; HeLa Hsp70 promoter luciferase reporter, luminescence; scaled: vehicle 0, proteasome-inhibitor control 100%; activation, % at 10 µM; AID 1203; hit rate 0.04% among 200,000;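 active = activation above the mean across all tested compounds plus 3 SD, cutoff set per campaign, cut at about 5.5% in these data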;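 also: 100% = MG132 at 30 µM as the positive control and 0% = DMSO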
Diaph inh CS = inhibits diaphorase or chemically oxidizes, flagging diaphorase assay artifacts | diaphorase resazurin-to-resorufin fluorescence, NADH, 16 min; bacterial (C. kluyveri) enzyme, not human | inhibition, % at 20 µM | hit rate 0.69% among 190,000 | AID 1217;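 active = primary screen inhibition at 20 µM above a set limit, cut at about 50% in these data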;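 also: plate controls were DMSO with full reaction for no effect and wells lacking NADH for full effect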
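Test system: diaphorase enzyme from Clostridium kluyveri; amount: diaphorase at 0.14 U/mL in enzyme working solution; detection: fluorescence of resorufin formed from resazurin, Ex 544/Em 590 nm; times: reaction incubation of 16 min at room temperature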
Diaph act CS = counter-screen for diaphorase-based assays: diaphorase activators and chemical reducers; Diaphorase/resazurin coupled assay, resorufin fluorescence, 16 min; hits give high values; 1 = vehicle wells, 0 = NADH-free wells; hit rate 0.005% among 190,000; activation factor at 20 µM;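 active = diaphorase activity raised at least twofold by the compound at 20 µM; inactive = activation factor below 2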
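Test system: Clostridium kluyveri diaphorase, purified enzyme; input: enzyme 0.07 U/mL final; buffer or medium: 50 mM HEPES pH 7.4 with 4.542 mM MgCl2, 0.005% Tween 20; also added: 0.114 mM NADH and 0.1 mM resazurin, final amounts; schedule: 16 min enzyme reaction, ambient temperature; technique: fluorescence of resorufin, 544 nm excitation, 590 nm emission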
STAT3 blocker = inhibitors of IL-6 induced STAT3 signaling; inhibition, % at 5.5 µM; hit rate 0.89% among 190,000; U3A cells, IL-6 STAT3-luciferase reporter, luminescence; host cell line lacks STAT1; AID 862;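 active = inhibition above the mean inhibition across all screened compounds plus 3 SD, cut at about 44% in these data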;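 also: 0% = DMSO only wells and 100% = 100 µM nifuroxazide control wells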
G6PDH CS = counter-screen for G6PDH assay hits: L. mesenteroides G6PDH inhibition | Purified L. mesenteroides G6PDH, diaphorase/resazurin coupled fluorescence, 45 min | inhibition, % at 5 µM | hit rate 0.12% among 200,000 | AID 1020; in the data active = inhibition above about 50%
STAT1 blocker = reduces IFN-gamma driven STAT1 reporter signal; NIH 3T3 STAT1-luciferase reporter, luminescence; inhibition, % at 5.5 µM; hit rate 0.35% among 200,000;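 active = inhibition above a set limit, the mean inhibition across all tested compounds plus 3 SD, cut at about 34% in these data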;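 also: 0% = IFN-gamma with DMSO and 100% = IFN-gamma with 300 µM nifuroxazide; values of inactives mirror those of a sister screen read the other way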
Active calls of the source: *; nt = not tested or not shown.

no.	compound	STAT3 act	TLR4-MyD88 BLA	STAT1 activator	APP 5UTR inh	Hsp70 act	Diaph inh CS	Diaph act CS	STAT3 blocker	G6PDH CS	STAT1 blocker
1	COc1ccc(NS(=O)(=O)c2ccc(O)c(C(=O)OCC(=O)N3CC(C)OC(C)C3)c2)cc1 (centres undefined)	97.3	-13.7	98.0	-14.2	0.0	30.1	0.7	9.6	1.6	2.2
2	COc1ccc(-c2cc(C(=O)OC3CCOC3=O)c3ccccc3n2)cc1 (centres undefined)	88.3	-11.5	93.6	9.8	2.6	22.6	0.8	15.7	-1.8	7.0
3	Cc1nc2c(=O)n(C)c(=O)[nH]c2n1Cc1ccccc1	100.9	2.9	101.5	-7.2	0.1	5.7	0.9	1.8	11.3	-1.6
4	CCOCCCNC(=O)c1ccc(Cn2c(=S)[nH]c3c([nH]c4ccc(OC)cc43)c2=O)cc1	89.2	-10.4	105.4	-19.0	-0.1	14.0	0.9	14.5	0.1	-7.0
5	O=C(NCCc1csc(-c2cccnc2)n1)c1cccs1	94.0	-4.8	95.7	14.5	0.0	-3.7	1	7.5	7.3	5.5
6	COc1ccc(C(=O)N/N=C(/C)c2cccc(NC(=O)C(F)(F)F)c2)cc1	97.8	7.1	108.5	-74.8	0.0	13.7	0.9	7.0	-2.5	-9.7
7	CCN=c1scc(C)n1/N=C/c1ccc(O)c(O)c1O	85.2	-4.7	90.6	-10.1	-0.4	78.8*	0.2	28.1	36.1	10.4
8	Cc1ccc(NC(=O)CN(C)S(=O)(=O)c2cccc3nsnc23)cc1	93.0	5.5	94.9	-6.4	-0.3	21.6	0.8	10.6	-4.2	5.6
9	COc1ccc(NC(=S)N(Cc2ccc(C(=O)O)cc2)Cc2ccc(OC)c(OC)c2)cc1	104.6	-12.8	107.4	14.1	0.1	-1.5	1	-3.3	1.0	-8.6
10	Cc1ccc(Nc2nnc(SCc3cc(=O)n4cc(C)ccc4n3)s2)cc1	97.0	3.6	101.9	-0.8	-0.4	12.9	0.9	5.7	-1.0	-2.1
11	COC(=O)c1[nH]c(C)c(/C(O)=C2\C(=O)C(=O)N(CCN(C)C)C2c2cccc(OC)c2OC)c1C (centres undefined)	95.9	-5.3	94.0	2.0	-0.4	11.5	0.9	11.0	8.0	7.0
12	O=C(Nc1ccccc1F)c1ccc(COc2ccc(Cl)cc2Cl)o1	109.8	-7.9	106.8	-13.8	-0.1	11.3	0.9	-9.2	4.0	-7.4
13	Cn1c(NC(=O)c2ccc(Cl)s2)cc(=O)n(C)c1=O	88.7	4.8	104.3	0.3	-0.1	-12.0	1.1	16.9	11.6	-4.6
14	Cc1ccc(-c2cc(C(=O)Nc3ccc(S(=O)(=O)Nc4nccs4)cc3)c3ccccc3n2)c(C)c1	99.8	-0.1	97.5	0.1	-0.2	42.0	0.6	-4.9	-32.2	2.8
15	CCCCCOc1ccc(C(=O)NC(CCC)C(=O)O)cc1 (centres undefined)	102.1	-20.9	103.8	-1.6	-0.5	19.3	0.8	2.8	4.1	-4.2
16	Cc1cccc(Cc2cnc(N3C(=N)SC(c4ccccc4)C3=O)s2)c1 (centres undefined)	103.8	-6.0	108.2	7.5	-0.2	7.2	0.9	-7.3	-0.7	-9.2
17	Cc1ccc(NC(=S)NNC(=S)NCc2ccccc2)cc1	105.8	0.9	99.4	-0.6	-0.2	6.6	0.9	-2.7	-1.7	0.7
18	COc1ccc(/C=C/C(=O)c2ccc(O)cc2)cc1	nt	-10.2	111.6	-48.5	-0.2	18.2	0.8	nt	11.0	-14.0
19	CNC(=O)CSc1nnc(-c2ccc3c(c2)OCO3)n1C	97.5	-5.7	99.3	-8.8	-0.4	nt	nt	5.1	9.9	1.3
20	CC1=C(C(=O)Nc2ccccc2)C(c2ccco2)n2ncnc2N1 (centres undefined)	97.2	-1.0	104.7	2.9	0.1	7.6	0.9	5.3	0.0	-5.1
21	CCCOC(=O)c1ccc(NC(=O)CCOc2ccccc2)cc1	92.3	7.5	107.6	3.3	0.1	23.9	0.8	16.0	2.3	-8.2
22	Cc1cc(-c2ccccc2)c(C#N)c(=S)[nH]1	106.7	10.1	103.7	-3.4	-0.2	19.4	0.8	-12.8	6.9	-4.1
23	C=CCNC(=O)C1CC(=O)N(c2ccc(OCC(=O)Nc3ccc(OC)cc3)cc2)C1 (centres undefined)	101.3	-1.5	99.5	-4.9	-0.2	2.2	1	1.2	-21.6	0.5
24	O=C(CN1C(=O)CC(c2ccccc2)=Nc2ccccc21)NCc1ccccc1	105.5	-8.0	95.9	15.2	-0.2	9.8	0.9	-3.4	-0.4	4.4
25	COc1ccc(CCNC(=O)C(C)OC(=O)c2ccco2)cc1OC (centres undefined)	100.2	-2.6	95.7	4.4	-0.4	13.4	0.9	-0.2	4.4	-0.1

Single records, from the list above. Order of screens: STAT3 act	TLR4-MyD88 BLA	STAT1 activator	APP 5UTR inh	Hsp70 act	Diaph inh CS	Diaph act CS	STAT3 blocker	G6PDH CS	STAT1 blocker
`COc1ccc(/C=C/C(=O)c2ccc(O)cc2)cc1` reads nt	-10.2	111.6	-48.5	-0.2	18.2	0.8	nt	11.0	-14.0
`CNC(=O)CSc1nnc(-c2ccc3c(c2)OCO3)n1C` reads 97.5	-5.7	99.3	-8.8	-0.4	nt	nt	5.1	9.9	1.3

Going on with the list:
no.	compound	STAT3 act	TLR4-MyD88 BLA	STAT1 activator	APP 5UTR inh	Hsp70 act	Diaph inh CS	Diaph act CS	STAT3 blocker	G6PDH CS	STAT1 blocker
26	CCn1c(CCNC(=O)c2cccs2)nnc1SCC(=O)c1ccc(OC)cc1	109.8	-12.1	86.1	-4.4	-0.2	nt	nt	-6.7	nt	15.1
27	O=C1c2ccc(Oc3cccc([N+](=O)[O-])c3)cc2C(=O)N1c1ccccn1	98.0	4.7	98.2	5.1	-0.1	2.5	1	4.5	6.2	1.8
28	COC(=O)Oc1c(Br)c(=O)oc2ccccc12	101.9	2.7	88.8	-12.0	-0.3	nt	nt	1.2	nt	12.2
29	COc1ccc(NC(=O)C(c2cc3c(cc2[N+](=O)[O-])OCO3)N(C)c2ccccc2)cc1 (centres undefined)	99.3	3.6	106.2	-3.7	-0.2	0.0	1	-1.8	-2.9	-7.0
30	COc1ccc(NC(C)=O)cc1NC(=O)CSc1nnc(-c2ccccc2)n1N	110.1	-5.3	100.9	17.4	-0.4	10.6	0.9	-8.1	-0.8	-1.1
31	CN(C(=O)CSc1nnc(Cc2ccccc2F)n1N)C1CCS(=O)(=O)C1 (centres undefined)	103.4	-8.9	109.1	4.7	-0.3	12.7	0.9	-5.8	5.9	-9.9
32	N#CC1=C(SCC(=O)NC2CC2)NC(=O)C(C#N)C12CCCCC2 (centres undefined)	97.8	-3.6	99.2	0.0	-0.1	14.7	0.9	3.3	-1.9	0.9
33	COc1ccc(C(=O)NC(=S)Nc2cccc(S(=O)(=O)N3CCOCC3)c2)cc1	85.9	8.5	102.5	1.9	-0.5	17.8	0.8	18.5	-2.1	-2.1
34	Cc1ccc(C(=O)Cn2nnc(-c3ccccc3-n3cnnn3)n2)cc1	92.9	-7.9	96.4	-9.7	-0.1	12.1	0.9	12.1	1.6	4.0
35	COc1ccc2nc(NC(=O)Cn3cnc4c(=O)n(C)c(=O)n(C)c43)sc2c1	101.5	-6.5	96.9	-11.5	-0.3	6.9	0.9	2.0	-29.9	2.9
36	Cc1cc(NC(=O)c2cnn3cccnc23)n(-c2ccccc2)n1	71.9	-3.0	89.3	9.1	-0.5	6.7	0.9	37.0	-0.7	16.9
37	C=CCc1cc(/C=N\NC(=O)CSc2nnc(CCCc3ccc(OC)c(C)c3)o2)cc(OC)c1O	88.6	8.8	94.4	4.2	-0.5	3.7	1	14.0	4.9	6.1
38	C#CCN1C(=O)C(O)(CC(=O)/C=C/c2ccco2)c2ccccc21 (centres undefined)	102.2	-6.2	89.3	-17.2	-0.2	13.5	0.9	6.0	6.6	11.6
39	COc1cc(C)nc2nc(SCc3ccccc3)nn12	82.5	9.4	111.0	-3.0	-0.3	15.5	0.8	24.3	6.6	-12.4
40	CC(CN1c2ccccc2Sc2ccccc21)N(C)C (centres undefined)	103.0	-0.4	90.6	10.2	-0.3	8.9	0.9	-1.0	14.4	10.3
41	Nc1ccc(Br)c2cccnc12	107.9	-3.8	97.1	6.3	-0.3	27.3	0.7	-7.0	35.1	1.3
42	N/C(COc1cccc(Cl)c1)=N\NS(=O)(=O)c1ccccc1	95.4	2.5	104.1	-9.8	-0.3	13.6	0.9	8.4	-3.1	-4.6
43	CCOc1cc(CNc2cccc3ccccc23)cc(Br)c1OCC(=O)NC(C)(C)C	111.3	-11.0	99.8	-0.6	-0.3	23.2	0.8	-15.5	2.3	0.2
44	CN1CCN(c2ncccc2S(=O)(=O)N2CCCCC2)CC1	97.0	0.6	103.5	-3.6	-0.2	11.4	0.9	6.8	2.1	-4.6
45	CCCCCNCc1ccc(OCc2ccc(Cl)nc2)c(OC)c1	96.0	3.0	85.4	20.3	-0.5	6.1	0.9	7.5	10.4	16.6
46	Cc1cc(C)cc(C(=O)Nc2ccc(NC(=O)Cc3ccccc3)cc2)c1	90.2	-16.6	97.9	17.1	-0.1	9.6	0.9	16.3	-2.7	0.1
